# Screening results as filed in PubChem.
# GPR7 antagonist = blocks human GPR7 receptor signaling; P48145; GPR7-expressing cells, fluorescence antagonist assay; inhibition, % at 4.4 µM; 1.1% of 290,000 active; in the data active = inhibition above about 16%, passing the limit was not always enough;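 also: cells stimulated with the agonist NPW; 0% = agonist with vehicle and 100% = vehicle without agonist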
# MEKK2mut PB1 HTS = signal of MEK5 binding to mutant human MEKK2 PB1 domain | AID 1530 | percent response, % at 10 µM | bead flow cytometry, Alexa488-MEK5 binding to MEKK2 mutant | 0.35% of 290,000 active; in the data active = percent response above about 24%, passing the limit was not always enough; also: inactives centre near 1; some results filed as inactive read as strong as hits; reference of the scale not given here
# MEKK3 PB1 HTS = raises or lowers MEK5 binding to the human MEKK3 PB1 domain; Q99759; bead-based flow cytometry, Alexa488-MEK5 binding to MEKK3; actives lie on both sides; 0 = blocked by unlabeled MEK5, 100 = vehicle; binding response (% of control), % at 10 µM; 1.4% of 290,000 active; AID 1529;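 active = binding response more than 3 SD above or below the average of its plate-row segment, actives on both sides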;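 also: Alexa488 bead fluorescence after subtracting the streptavidin-only scavenger bead signal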
# GalR3 antagonist = human GalR3 antagonism; O60755; HEK293 GalR3-CNG cAMP membrane potential fluorescence; galR3 body fused to GalR1 C-terminus; inhibition, % at 3 µM; 0.44% of 360,000 active;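 active = inhibition above the screen-wide average plus 3 SD, cut at about 13% in these data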;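 also: forskolin and galanin both at EC90 stimulate the cells; cAMP rise reported by CNG channel membrane potential dye signal; 0% = forskolin plus galanin with DMSO and 100% = forskolin alone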
# MEKK2wt PB1 HTS = raises or lowers MEK5 binding to wildtype human MEKK2 PB1 domain; AID 1531; binding response (% of control), % at 10 µM; Q9Y2U5; bead flow cytometry, Alexa488-MEK5 binding to MEKK2 WT; actives lie on both sides; 1.1% of 290,000 active; in the data active = binding response below about 67% or above about 130%
# OXTR ag = activates the human oxytocin receptor | CHO-OTR cells, Fluo-8 calcium fluorescence; normalized: DMSO 0%, oxytocin 100% | activation, % at 3 µM | 0.32% of 320,000 active;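 active = activation above the mean of all tested compounds plus 3 SD, cutoff set per screening run, cut at about 20% in these data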;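 also: peak over basal fluorescence ratio from a 100 s FLIPR kinetic read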
# Target sequence (P30559 whole entry, looked up): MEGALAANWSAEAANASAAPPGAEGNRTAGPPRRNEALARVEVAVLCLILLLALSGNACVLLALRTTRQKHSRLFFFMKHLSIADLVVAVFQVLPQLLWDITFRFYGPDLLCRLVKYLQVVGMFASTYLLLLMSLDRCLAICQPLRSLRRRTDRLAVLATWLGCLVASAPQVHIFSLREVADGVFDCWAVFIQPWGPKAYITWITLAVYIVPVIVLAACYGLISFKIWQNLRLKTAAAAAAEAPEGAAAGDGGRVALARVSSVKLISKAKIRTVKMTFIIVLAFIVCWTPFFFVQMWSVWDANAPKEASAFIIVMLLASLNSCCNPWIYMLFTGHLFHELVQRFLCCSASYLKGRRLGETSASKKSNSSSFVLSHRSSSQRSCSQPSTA
# PHOSPHO1 block = inhibitors of human PHOSPHO1 phosphatase | 1.1% of 290,000 active | inhibition, % at 13.3 µM | recombinant PHOSPHO1, absorbance phosphatase assay | AID 1565; in the data active = inhibition above about 60%
# Target sequence (Q8TCT1 whole entry, looked up): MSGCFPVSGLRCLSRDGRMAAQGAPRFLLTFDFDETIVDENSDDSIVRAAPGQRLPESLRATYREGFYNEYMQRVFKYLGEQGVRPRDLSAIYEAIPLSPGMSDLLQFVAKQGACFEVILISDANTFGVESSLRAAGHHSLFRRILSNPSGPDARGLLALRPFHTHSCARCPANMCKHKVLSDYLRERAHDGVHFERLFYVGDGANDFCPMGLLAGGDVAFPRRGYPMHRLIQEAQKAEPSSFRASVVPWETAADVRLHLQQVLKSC
# NALP1 inh = NALP1 inhibition; S. cerevisiae NALP1/ASC/caspase-1 growth, X-gal OD620, 72 h; AID 2071; inhibition, % at 10 µM; 0.61% of 280,000 active; in the data active = inhibition mostly above about 24%, no sharp cut-off; inactive = mostly below about 32%; also: some compounds called inactive have numbers as strong as hits
# V1R ag counter = activates human V1a receptor in oxytocin agonist counter-screen. P37288. CHO-V1R cells, Fluo-8 calcium fluorescence, agonist mode; 0% DMSO, 100% 3 nM vasopressin. activation, % at 3 µM. 0.25% of 320,000 active. AID 2797;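 active = activation above the mean activation of all tested compounds plus 3 SD, per screening run, cut at about 20% in these data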;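 also: signal is peak over basal fluorescence ratio across a 100 second FLIPR read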
# Target sequence (P37288 whole entry, looked up): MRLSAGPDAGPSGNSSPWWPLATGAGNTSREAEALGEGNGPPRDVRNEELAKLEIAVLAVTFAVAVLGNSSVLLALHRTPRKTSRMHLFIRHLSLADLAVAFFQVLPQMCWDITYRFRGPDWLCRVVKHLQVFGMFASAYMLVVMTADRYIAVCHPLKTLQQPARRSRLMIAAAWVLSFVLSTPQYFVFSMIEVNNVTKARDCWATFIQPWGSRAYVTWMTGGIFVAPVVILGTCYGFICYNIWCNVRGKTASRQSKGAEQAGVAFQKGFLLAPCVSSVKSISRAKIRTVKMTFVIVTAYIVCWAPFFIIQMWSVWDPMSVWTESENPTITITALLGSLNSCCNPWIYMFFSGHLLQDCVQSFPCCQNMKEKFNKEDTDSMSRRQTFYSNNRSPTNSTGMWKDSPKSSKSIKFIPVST
# * hit, by the source's call; / = no result given.
no.	structure	V1R ag counter	OXTR ag	PHOSPHO1 block	MEKK2mut PB1 HTS	MEKK2wt PB1 HTS
1	CCOc1ccc(C2C(C#N)=C(N)Oc3cc(C)n(CCN(C)C)c(=O)c32)cc1OCC (configuration not stated)	3.4	2.7	17	1	97
2	COC(=O)c1ccccc1N1C(=O)C2C(C1=O)C1C=CC2C12CC2 (configuration not stated)	-0.9	0.0	30	-2	98
3	O=C(/C=C\Nc1ccc(Br)cc1)c1cccnc1	0.0	-1.3	-5	-2	99
4	COc1ccc(NC(=O)CCn2nnc(-c3ccc(C)cc3)n2)cc1OC	6.0	6.0	-14	5	111
5	CCOc1ccc(C(=O)NCCC(=O)N2CCC3(CC2)NCCc2[nH]cnc23)cc1OCC	-0.7	4.2	24	3	109
6	COc1ccccc1CCNC(=O)Cn1ccc2cc(S(=O)(=O)N3CCC(C)CC3)ccc21	1.0	-1.3	26	-4	100
7	O=C1c2ccccc2C(=O)N1CCc1csc(-c2ccccc2)n1	-1.8	-1.4	-14	1	100
8	CC(C)(O)[C@H](O)COc1c2ccoc2cc2oc(=O)ccc12	0.5	-0.9	21	-1	102
9	CCCOC(=O)COC(=O)c1ccccc1NC(=O)c1ccccc1	1.9	-0.7	5	1	108
10	Cc1cc(Cl)nc(-n2nc(C)cc2C)n1	-1.6	-2.0	46	3	101
11	CCN(CC)S(=O)(=O)c1cccc(C(=O)Nc2ccc3c(c2)OCO3)c1	-1.8	-2.3	19	-13	85
12	O=C(NCc1ccco1)/C(=C/c1ccc(Br)cc1)NC(=O)c1ccco1	1.0	0.5	3	8	103
13	COc1ccc2nccnc2c1[N+](=O)[O-]	0.8	-0.7	27	-13	90
14	O=C1CNC(=O)N1Cc1ccc(Br)cc1	1.1	0.5	-11	-18	90
15	CCCNC(=O)C1CCCN(S(=O)(=O)c2ccc3c(c2)CC(C)N3C(=O)C2CC2)C1 (configuration not stated)	2.1	-1.5	36	4	100

no.	MEKK3 PB1 HTS	NALP1 inh	GalR3 antagonist	GPR7 antagonist
1	99	3	-3	2
2	93	1	-5	-6
3	98	26	-4	-7
4	109	-55	-10	-5
5	101	17	-1	-9
6	101	28	1	7
7	101	35	-2	-1
8	117	23	0	-7
9	100	26	-7	1
10	98	11	3	-13
11	97	8	-3	-12
12	102	20	-2	16
13	89	-3	-4	-6
14	86	20	/	10
15	99	7	6	-7

# Continuation.
no.	structure	V1R ag counter	OXTR ag	PHOSPHO1 block	MEKK2mut PB1 HTS	MEKK2wt PB1 HTS
16	COc1ccc(/C=N/NC(=O)CCc2n[nH]c(=O)[nH]c2=O)cc1OC	0.0	-1.4	-8	0	106
17	COc1cccc(CNC(=O)c2ccc3nc[nH]c3c2)c1	-0.1	-0.1	39	0	98
18	Cc1cc2oc3cc(NCCC4CCCN4C)ccc3c(=O)c2cc1C (configuration not stated)	0.0	2.9	/	22	178*
19	O=C(NCCCN1CCN(c2ccccc2F)CC1)C1CCN(S(=O)(=O)c2cccs2)CC1	3.8	5.9	15	6	106
20	O=C(NCCCc1nc2ccccc2[nH]1)c1cccs1	0.8	0.2	29	-8	99
21	CCOC(=O)c1cnn2c(N)c(C#N)nnc12	0.2	0.3	-7	-6	95
22	O=C(NCCCn1ccnc1)c1cc2cc([N+](=O)[O-])ccc2oc1=O	0.2	0.5	8	-2	97
23	COc1cccc(OCc2cc(C(=O)N3CCN(c4ccccc4OC)CC3)no2)c1	0.3	-0.3	16	2	99
24	CCCCCn1c(SCC#N)nc2cc(C(=O)NCC3CCCO3)ccc2c1=O (configuration not stated)	0.0	-0.8	9	-4	97
25	O=C(NCCNC(=O)c1cc(OCC(F)(F)F)ccc1OCC(F)(F)F)Nc1ccc(Cl)cc1	4.4	4.2	12	2	106
26	CCn1c(O)c(/C=N/N=C/c2ccccc2)c2ccc(C3=NNC(=O)CC3)cc21	0.4	0.3	42	1	99
27	CC(=O)c1oc2ccccc2c1NC(=O)CCCN1C(=O)c2ccccc2C1=O	0.2	-1.5	-7	8	103
28	O=C(NCc1ccc2c(c1)OCO2)c1nnc(Cc2ccc(F)cc2)o1	0.6	0.6	28	-2	101
29	O=C(Cc1ccccc1)NCCS(=O)c1ccc(Cl)cc1 (configuration not stated)	0.4	0.1	18	10	106
30	CCOC(=O)C1=C(C)NC(=O)NC1c1cc(Br)c(O)c(OC)c1 (configuration not stated)	1.4	1.5	18	3	101

no.	MEKK3 PB1 HTS	NALP1 inh	GalR3 antagonist	GPR7 antagonist
16	129*	15	1	-9
17	98	28	-3	3
18	109	/	-9	/
19	102	3	-8	-12
20	105	-4	-5	-2
21	92	16	-7	-8
22	92	-10	-7	-10
23	98	11	-1	-10
24	98	8	1	16
25	101	-35	-4	-2
26	101	13	2	-7
27	104	9	/	1
28	116	20	-1	-14
29	107	-4	4	0
30	97	5	2	4

# Reprinted, entries 28–30
no.	structure	V1R ag counter	OXTR ag	PHOSPHO1 block	MEKK2mut PB1 HTS	MEKK2wt PB1 HTS
28	O=C(NCc1ccc2c(c1)OCO2)c1nnc(Cc2ccc(F)cc2)o1	0.6	0.6	28	-2	101
29	O=C(Cc1ccccc1)NCCS(=O)c1ccc(Cl)cc1 (configuration not stated)	0.4	0.1	18	10	106
30	CCOC(=O)C1=C(C)NC(=O)NC1c1cc(Br)c(O)c(OC)c1 (configuration not stated)	1.4	1.5	18	3	101

no.	MEKK3 PB1 HTS	NALP1 inh	GalR3 antagonist	GPR7 antagonist
28	116	20	-1	-14
29	107	-4	4	0
30	97	5	2	4

# Three entries drawn at random from those above:
no.	structure	V1R ag counter	OXTR ag	PHOSPHO1 block	MEKK2mut PB1 HTS	MEKK2wt PB1 HTS
26	CCn1c(O)c(/C=N/N=C/c2ccccc2)c2ccc(C3=NNC(=O)CC3)cc21	0.4	0.3	42	1	99
28	O=C(NCc1ccc2c(c1)OCO2)c1nnc(Cc2ccc(F)cc2)o1	0.6	0.6	28	-2	101
25	O=C(NCCNC(=O)c1cc(OCC(F)(F)F)ccc1OCC(F)(F)F)Nc1ccc(Cl)cc1	4.4	4.2	12	2	106

no.	MEKK3 PB1 HTS	NALP1 inh	GalR3 antagonist	GPR7 antagonist
26	101	13	2	-7
28	116	20	-1	-14
25	101	-35	-4	-2

# More records.
no.	structure	V1R ag counter	OXTR ag	PHOSPHO1 block	MEKK2mut PB1 HTS	MEKK2wt PB1 HTS
31	O=C(NC(=S)NNC(=O)c1ccccc1O)c1cccc([N+](=O)[O-])c1	-0.3	-2.0	15	4	103
32	CNC(=S)N(CCc1c(C)[nH]c2ccccc12)Cc1ccco1	2.0	2.8	11	-1	103
33	O=C(c1ccc([N+](=O)[O-])cc1)N1CCSC1c1ccccc1Cl (configuration not stated)	-0.7	-0.8	43	-4	98
34	O=C(CSc1nnc(COc2cccc3cccnc23)o1)N1CCN(C(=O)c2ccco2)CC1	-1.3	0.7	-8	15	98
35	CCN(CC)CCOc1ccccc1C(C)=O	2.2	0.1	39	0	110
36	COc1ccc(C(=O)N[C@H](C(=O)N2CCN(c3ccccc3F)CC2)C(C)C)cc1	-0.5	-2.2	27	/	/
37	CC1(C)Cc2c(cnn2-c2ccccc2)C(NC(=O)CCCN2CCCCC2=O)C1 (configuration not stated)	3.1	-1.4	42	6	105
38	Nc1cc(Oc2ccc(Cl)cc2Cl)nc(N)n1	0.1	1.1	29	3	104
39	CC(C(N)=O)N1C(=O)c2cccc3cccc1c23 (configuration not stated)	0.7	-0.3	0	-11	90
40	CCN1CCN(c2nc3c(C)cccn3c(=O)c2/C=C(\C#N)C(=O)NC)CC1	1.2	0.1	-1	10	111
41	Cc1ccc(C(=O)N2CC(=O)Nc3ccc(F)cc3C2c2ccccc2)cc1[N+](=O)[O-] (configuration not stated)	4.2	4.4	11	13	122
42	CC1CCN(C(=O)Cn2c3ccc(F)cc3c3nc4n(c(=O)c32)CCCS4)CC1	-0.6	-1.4	53	10	104
43	CCC(C)[C@H](NC(=O)NCc1ccco1)C(=O)O (some centres not stated)	1.7	2.2	1	-3	100
44	COc1ccc(C(CNC(=O)c2ccc(S(=O)(=O)N(C)C)cc2)N2CCCC2)cc1 (configuration not stated)	1.4	1.4	36	-6	99
45	Cc1cccc(C(=O)NNC(=O)c2ccccc2C)c1	0.3	0.7	28	10	109

no.	MEKK3 PB1 HTS	NALP1 inh	GalR3 antagonist	GPR7 antagonist
31	105	-10	-8	-9
32	102	-6	-5	13
33	96	13	-1	-9
34	102	-11	0	-16
35	117	6	0	2
36	/	-11	1	3
37	102	6	-1	-11
38	104	10	-10	-11
39	91	5	-8	6
40	111	-7	-7	3
41	98	11	-4	1
42	102	11	/	-6
43	98	24	-6	-6
44	84	-20	-5	-8
45	108	15	-2	-10

# (list continues)
no.	structure	V1R ag counter	OXTR ag	PHOSPHO1 block	MEKK2mut PB1 HTS	MEKK2wt PB1 HTS
46	O=C(CSc1nnc(Cc2ccccc2)n1Cc1ccccc1)NCc1ccco1	1.2	-0.4	2	0	95
47	CCOc1ccc(NC(=S)N/N=C(\C)Cc2ccc(OC)cc2)cc1	-0.8	-1.0	9	0	103
48	CCN(CC)S(=O)(=O)c1ccc(N2CCN(c3cccc(OC)c3)CC2)c([N+](=O)[O-])c1	2.2	1.5	18	-3	97
49	NC(=O)COc1ccc(Cc2ncc(C(F)(F)F)cc2Cl)cc1	0.3	-0.6	42	-21	81
50	O=C(NCC1CCCO1)c1ccc2c(c1)S(=O)(=O)c1ccccc1C2=O (configuration not stated)	0.1	0.8	/	2	102
51	CCN(CC)CCOC(=O)/C=C/c1ccccc1OC	1.2	-0.3	-8	1	104
52	CNC(=S)N(Cc1cc2cc(C)cc(C)c2[nH]c1=O)C1CCCC1	0.6	-2.0	12	-10	90
53	CCOC(=O)c1nnn(-c2nonc2-n2cccc2)c1CN1CCCCC1	-0.9	-1.5	1	6	114
54	CN(C(=O)c1cccc(C#CC(C)(C)O)c1)C1CCCN(Cc2ccccc2F)C1 (configuration not stated)	1.1	-0.3	-8	3	100
55	Cc1ccc(C(C)C)c(OCc2ccc(C(=O)N/N=C/c3ccc(C(=O)O)cc3)cc2)c1	2.2	-1.2	30	4	97
56	COC(=O)CC(=O)CSc1nc2c(cc1C#N)CCC2	0.6	-1.0	-59	0	99
57	CCCC(NC(=O)Cc1c(C)c2c(cc(C)c3c(C)coc32)oc1=O)C(=O)O (configuration not stated)	1.1	2.1	14	0	104
58	COC(=O)c1ccc(OCC(O)CN2CCC(C)CC2)cc1 (configuration not stated)	0.3	1.0	-9	4	113
59	CC(NS(=O)(=O)c1ccc2c(c1)OCCO2)c1ccccc1 (configuration not stated)	0.9	1.2	26	-1	92
60	O=C(CC1C(=O)NCCN1Cc1ccccc1C(F)(F)F)NC1CCCC1 (configuration not stated)	0.6	-0.8	31	-1	97
61	O=C(/C=C/c1ccc2c(c1)OCO2)Nc1c(C(=O)O)[nH]c2ccccc12	0.1	0.4	-68	10	107

no.	MEKK3 PB1 HTS	NALP1 inh	GalR3 antagonist	GPR7 antagonist
46	104	-91	-1	10
47	99	5	-1	6
48	95	33	1	-4
49	83	-6	0	11
50	104	/	1	/
51	102	33	-11	2
52	97	-5	-9	-1
53	112	6	-1	-1
54	97	3	-4	-15
55	103	/	-6	-3
56	102	11	2	-6
57	101	12	-10	-5
58	108	38	-3	-6
59	97	17	1	3
60	103	-12	-2	-6
61	102	12	-1	5

# Four of the entries above in order of the GPR7 antagonist value, rising.
no.	smiles	GPR7 antagonist
60	O=C(CC1C(=O)NCCN1Cc1ccccc1C(F)(F)F)NC1CCCC1 (configuration not stated)	-6
52	CNC(=S)N(Cc1cc2cc(C)cc(C)c2[nH]c1=O)C1CCCC1	-1
59	CC(NS(=O)(=O)c1ccc2c(c1)OCCO2)c1ccccc1 (configuration not stated)	3
46	O=C(CSc1nnc(Cc2ccccc2)n1Cc1ccccc1)NCc1ccco1	10
